TRAIL sens C8 – viability loss with TRAIL in NB7+C8 cells, primary screen, TRAIL sensitizer project, cell-based, ATPlite luminescence. inhibition (viability loss, TRAIL sensitization), % at 10 µM. actives 1% (n = 360,000);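 active means compounds causing at least 50% loss of cell viability in the single-dose screen, relative to plate controls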
LMP1 NFkB inh – EBV LMP1-driven NF-kappaB luciferase reporter inhibitors, primary screen, cell-based, luminescence, single point. inhibition, % at 12.5 µM. actives 0.69% (n = 350,000). LMP1-induced NF-kappaB luciferase reporter cells; in the data active means inhibition above about 41%;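 further: 0% = neutral control wells and 100% = reference inhibitor control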
TWEAK-Fn14 inh – inhibitors of TWEAK-Fn14 signaling, primary screen, luciferase reporter cells, uHTS | TWEAK-stimulated Fn14 reporter cells, luciferase luminescence, 8 h | inhibition, % at 10 µM | actives 2% (n = 360,000) | AID 1159606, 2016; in the data active means inhibition above about 50%
SRC2 inh – inhibition of GAL4-SRC2 driven luciferase reporter, primary screen, SRC2 inhibitor project, cell-based, luminescence. HEK293 GAL4-SRC2 luciferase reporter. inhibition, % at 9 µM. Nuclear receptor coactivator 2 (Homo sapiens), Q15596. actives 0.17% (n = 370,000);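 active means inhibition above the mean inhibition of all tested compounds plus 3 SD, set per campaign, cut at about 52% in these data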;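 further: 0% = DMSO treated cells and 100% = cells given Gossypol at 36 µM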
LRH-1 inv ag – LRH-1 (NR5A2) inverse agonists, primary screen, cell-based, luminescence, HEK293T, StAR-luciferase reporter. Nuclear receptor subfamily 5 group A member 2 (Homo sapiens), O00482. LRH-1 transfected, 24 h. inhibition, % at 3.6 µM. actives 0.13% (n = 360,000). AID 602396, 2012;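 active means inhibition above the mean inhibition of all tested compounds plus 3 SD, cut at about 73% in these data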;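 further: 0% = DMSO wells and 100% = reporter-only cells lacking LRH-1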
COUP-TFII inh – NR2F2 transcriptional activity inhibitors, primary screen, cell-based, luciferase reporter, HEK293T, luminescence; COUP transcription factor 2 (Homo sapiens), P24468; HEK293T NGFI-A luciferase reporter; inhibition, % at 8.6 µM; actives 0.7% (n = 370,000);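 active means inhibition above a per-plate cutoff, mean inhibition of test wells between control levels plus 3 SD, cut at about 38% in these data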;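 further: cells cotransfected with COUP-TFII expression vector driving the NGFI-A reporter; 0% = median of COUP-TF2 test wells and 100% = reporter-only cells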
SRC3 inh – SRC3 coactivator transcriptional activity inhibitors, primary screen, cell-based, luminescence. inhibition, % at 3.6 µM. Nuclear receptor coactivator 3 (Homo sapiens), Q9Y6Q9. HEK293 GAL4-SRC3 luciferase reporter. AID 588352, 2011. actives 0.17% (n = 360,000);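 active means inhibition above a per-campaign cutoff, the mean of all compounds plus 3 SD, cut at about 60% in these data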;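 further: 0% = DMSO-treated cells and 100% = gossypol-treated cells at 36 µM; higher means less SRC3-driven luciferase light from the GAL4 reporter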
NCOA1 inh – SRC1 coactivator transcriptional activity inhibitors, primary screen, cell-based, luminescence; Nuclear receptor coactivator 1 (Homo sapiens), Q15788; HEK293 GAL4-SRC1 luciferase reporter; inhibition, % at 3.6 µM; actives 0.12% (n = 360,000);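 active means inhibition above the campaign mean plus 3 SD, with each screening campaign given its own cutoff, cut at about 60% in these data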;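 further: 0% = DMSO treated cells and 100% = gossypol at 36 µM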
TROY signal inh – inhibitors of TROY-driven NF-kB signaling, primary screen, Q293 LMP1-TROYcd cells, NF-kB luciferase, uHTS; Q293 LMP1-TROYcd NF-kB luciferase reporter, 4 h; inhibition, % at 10 µM; actives 0.98% (n = 360,000);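 active means compounds whose plate-normalised and pattern-corrected inhibition of the luciferase reporter signal at the single screening dose is 50% or more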
KKLEB cytotox – cytotoxicity in KKLEB CF airway cells, primary screen, cytotoxicity control for CF NF-kB inhibitor project, cell-based, uHTS, fluorescence assay plates; KKLEB CF airway cells viability, ATPlite luminescence, overnight; hits give low values; cells stimulated with P. aeruginosa culture filtrate; activity change (cytotoxicity), % at 5 µM; actives 0.36% (n = 360,000);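 active means corrected activity change at or below -50% at 5 µM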
CF NFkB block – inhibitors of PAF-induced NF-kB signaling, primary screen, cell-based, GFP fluorescence, uHTS; KKLEB NF-kB-GFP reporter, GFP fluorescence overnight; inhibition, % at 5 µM; actives 0.86% (n = 360,000);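 active means at least 50% inhibition at 5 µM, scaled per plate between neutral and stimulator controls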;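 further: PAF is a Pseudomonas aeruginosa culture filtrate used as stimulus; plate controls were PAF-stimulated DMSO wells for no effect and unstimulated DMSO wells for full effect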
An asterisk follows results filed as active; x = no result given.

SMILES	TRAIL sens C8	LMP1 NFkB inh	TWEAK-Fn14 inh	SRC2 inh	LRH-1 inv ag	COUP-TFII inh	SRC3 inh	NCOA1 inh	TROY signal inh	KKLEB cytotox	CF NFkB block
CCOC(=O)c1sc(N)c(C#N)c1CSc1nnc(C2CCCCC2)n1N	-6	0	-17	-21	16	7	8	-14	-24	-7	14
COc1ccccc1NC(=O)c1ccc(S(=O)(=O)N2CCC(C)CC2)cc1	-5	-6	10	6	11	14	-4	-3	-25	1	-1
COc1cc(OC)cc(C(=O)NNC(=O)c2ccccc2Br)c1	-12	-18	1	-3	-15	-8	17	-5	-7	6	-8
Cc1nn(-c2ccccc2)c(C)c1C(=O)OCC(=O)N(C)c1ccccc1	-12	4	-5	1	3	-3	8	-11	4	-6	-33
O=C(C(Sc1ccccc1)c1ccccc1)N1CCN(c2ccccc2F)CC1 (stereo not drawn)	11	3	-2	-16	9	9	21	-11	5	-3	15
C/C(=C\C(=O)Nc1nccs1)c1ccccc1	13	-11	1	-58	-103	-33	-58	-76	-35	22	0
O=C(CSc1nnc(COc2ccccc2Cl)o1)NC(=O)NC1CCCC1	-9	0	-5	2	-2	-16	6	7	-40	4	-6
Cc1nc2ccccc2n1CC(=O)NCCN1CCOCC1	0	2	13	-13	-11	16	14	-2	2	13	6
Cc1ccc(S(=O)(=O)N(C)C[C@H]2OCc3cnnn3CCCC(=O)N([C@@H](C)CO)C[C@H]2C)cc1	4	5	-26	-23	-6	-14	-19	8	-7	-5	4
COC/C=C/C1=CC2=CC(=O)C(C)(OC(=O)c3cnc4ccccc4n3)C(=O)C2=CN1Cc1ccco1 (stereo not drawn)	-10	1	-12	-2	5	11	-7	-25	3	3	-14
Cc1ccc2c(CN3CCN(S(=O)(=O)c4ccccc4C(F)(F)F)CC3)cc(=O)oc2c1C	9	20	16	-2	-6	22	-20	-6	22	-2	0
Cn1cc(C=CC(=O)O)c2nccnc21	1	7	5	-12	18	-2	-20	19	0	-8	2
O=C1/C(=C/c2ccco2)CCc2ccccc21	23	-53	-19	-23	-108	-42	-116	-102	-74	0	-20
CCc1nnc(NS(=O)(=O)c2ccc(NCc3cc(Br)ccc3O)cc2)s1	-12	-4	-16	x	-20	x	17	11	0	5	-1
Cc1cccc(CC2CC(=O)N(c3ccc(C)cc3Br)C2=O)c1 (stereo not drawn)	-4	-3	7	-14	-6	-3	-9	15	-2	-12	-9
C=CCc1cccc2cc(C(=O)NC(C)(C)C)c(=O)oc12	-13	5	16	8	-5	1	1	3	3	-4	8
COc1cc2c(-c3ccc(O)cc3)nc3c(c(C)nn3-c3ccccc3)c2cc1OC	4	-11	-13	-2	6	-2	11	1	-5	-27	-40
Clc1cccc(-c2cc3nc(NCCOc4ccccc4)ccn3n2)c1	6	x	-8	-50	-15	-2	-47	-45	20	13	-58
COC(=O)CCCC1=CC2=CC(=O)C(C)(OC(=O)CCc3ccccc3)C(=O)C2=CO1 (stereo not drawn)	3	-1	-16	x	3	x	-6	3	-3	2	14
Cc1c(Cc2ccccc2)sc(NC(=O)Cc2ccccc2)c1C(N)=O	6	6	6	-14	-25	9	12	-4	-12	-4	4
Cc1ccc(N2CCN(S(=O)(=O)c3c(C)noc3C)CC2C)cc1 (stereo not drawn)	-16	5	-11	3	-4	3	16	4	16	-5	-23
CCCCc1cc(=O)oc2cc(O)cc(O)c12	14	0	41	-7	5	16	1	-3	3	8	25
CCCc1cc(=O)[nH]c(SCCOC(=O)c2ccccc2)n1	3	4	-3	4	3	-3	-24	-11	-13	-1	13
Cc1cc(NC(=O)C2C3C(=O)N(Cc4ccc(Cl)cc4)C(C(=O)NC4CCCCC4)C34C=CC2(C)O4)no1 (stereo not drawn)	-4	0	29	-3	-1	1	6	5	12	1	3
CC1CN(C(=S)SCC(=O)c2ccc(Cl)cc2)CC(C)O1 (stereo not drawn)	10	-3	-7	-32	-32	-6	-12	-12	-26	-1	-15

Overlap with the part before: 2 entries, followed by the next part.
SMILES	TRAIL sens C8	LMP1 NFkB inh	TWEAK-Fn14 inh	SRC2 inh	LRH-1 inv ag	COUP-TFII inh	SRC3 inh	NCOA1 inh	TROY signal inh	KKLEB cytotox	CF NFkB block
Cc1cc(NC(=O)C2C3C(=O)N(Cc4ccc(Cl)cc4)C(C(=O)NC4CCCCC4)C34C=CC2(C)O4)no1 (stereo not drawn)	-4	0	29	-3	-1	1	6	5	12	1	3
CC1CN(C(=S)SCC(=O)c2ccc(Cl)cc2)CC(C)O1 (stereo not drawn)	10	-3	-7	-32	-32	-6	-12	-12	-26	-1	-15
CCC(=O)Nc1cc(=O)[nH]c2nc(-c3ccc(Cl)cc3)nn12	-14	-7	-28	-10	7	1	-8	-23	11	0	-2
O=C(NC1CCCCCC1)c1cc2c(=O)n3ccccc3nc2s1	6	-17	15	-27	-31	-44	-78	-24	-31	8	-21
O=C(Nc1ccc(F)cc1)N1CCCCCC1	12	0	-9	-16	-39	17	-19	-6	-2	-6	2
O=C(/C=C/c1ccc(Br)o1)NC(c1ccccc1)c1ccccc1	5	2	21	-3	6	6	8	-9	-11	6	-1
CCc1nc2ccccc2c(C(=O)Oc2cccc3cccnc23)c1C	4	6	26	-9	0	-4	-18	-16	-9	-2	11
CC1CCN(S(=O)(=O)c2cccc(C(N)=O)c2)CC1	1	-4	8	13	5	11	19	3	7	-3	0
Fc1ccc(C2=NOC(c3nnc(-c4ccccc4)o3)C2)cc1 (stereo not drawn)	15	-5	1	-36	2	-26	-60	-17	-31	4	-8
O=C(CCC(=O)N1CCOc2ccccc21)NCCCN1CCOCC1	-4	-1	0	4	-5	1	-6	13	1	-23	10
Cc1ccc(N(CC(=O)N2CCOCC2)S(C)(=O)=O)cc1	-9	-5	0	-1	-21	0	8	-5	11	-12	15
COc1ccc(CNC(=O)CCOc2ccc(C(C)(C)C)cc2)cc1	14	-3	-11	11	6	-7	16	9	9	1	-12
O=C(CN1C(=O)CNC1=O)Nc1ccc(Cl)cc1	-6	-7	3	7	1	11	8	-9	3	-9	-6
O=C(O)c1ccccc1Nc1ccc([N+](=O)[O-])cc1C(=O)O	-15	-2	-2	11	-21	-6	15	4	4	1	-14
O=C(CSc1nnc(NC(=O)c2ccccc2F)s1)NC1CC1	19	-12	5	-30	-64	-15	-51	-41	-45	0	7
CCCCOC(=O)Nc1ccc(S(=O)(=O)Nc2ncccn2)cc1	-5	-5	4	-2	-12	7	-3	2	18	-2	7
CCc1noc(C)c1C(=O)Nc1nc(-c2ccc(F)cc2)c(C)s1	2	0	18	-19	-20	16	-10	-26	-9	-1	1
NC(=O)c1cccc2c1-c1ccccc1/C2=N/NC(N)=S	5	-13	-28	-39	14	-9	10	15	-26	8	-43
CC(C)C(=O)NC(c1cccs1)c1cc([N+](=O)[O-])c2cccnc2c1O (stereo not drawn)	38	3	2	x	-10	x	8	-13	1	-5	9
COC(=O)c1ccc(C(=O)OC)c(NC(=S)N2CCN(c3cccc(Cl)c3)CC2)c1	1	-3	-3	4	7	4	5	4	-10	-19	-5
CCC(CCC(=O)Nc1ccc(S(N)(=O)=O)cc1)C(=O)O (stereo not drawn)	12	-4	13	15	7	-14	9	-4	2	-10	8
CC(C)c1c(C(=O)N/N=C/c2ccc(OCc3ccc(F)cc3)cc2)nnn1-c1nonc1N	-2	-22	-48	-22	5	-19	-38	0	-4	-5	15
Cc1cc(NC(=O)Nc2ccc(F)cc2)no1	-4	-3	18	-38	-10	-14	-2	-10	-11	0	-14
Cc1ccccc1NC(=O)N(CCc1nc2ccccc2[nH]1)Cc1ccccc1	-2	2	-8	-10	10	3	4	15	0	-4	-6
CCN1CCN(C(=O)CCc2nnc(CCCCc3ccccc3)o2)[C@@H](C)C1=O	-1	-5	-19	-12	15	-11	-1	-2	8	-6	3
CC(=O)N(CN1C(=O)c2ccccc2C1=O)c1ccccc1	11	-1	-5	-1	8	12	-1	5	0	-11	5
COc1ccc(CNC(=O)c2cc(=O)c3cc(C)c(C)cc3o2)cc1	-7	-4	11	5	-14	10	-32	-13	-11	-8	-1
(further entries)
SMILES	TRAIL sens C8	LMP1 NFkB inh	TWEAK-Fn14 inh	SRC2 inh	LRH-1 inv ag	COUP-TFII inh	SRC3 inh	NCOA1 inh	TROY signal inh	KKLEB cytotox	CF NFkB block
CCN(CC)CCN(Cc1cc2cc3c(cc2[nH]c1=O)OCCO3)C(=S)NCCCOC	-10	-5	0	13	-7	18	-8	2	-10	-7	15
O=C(O)CCCNS(=O)(=O)c1ccc2ccccc2c1	-16	-11	-4	-5	-3	11	7	-1	0	-6	-2
COc1ccc(CCNC(=O)Nc2ccc3c(c2)c(=O)n(C)n3Cc2ccc(Cl)cc2)cc1OC	8	x	2	-13	-12	16	-32	6	2	3	-24
COc1ccc(Cl)cc1S(=O)(=O)N1CCCC(C(=O)NCCc2ccccc2)C1 (stereo not drawn)	-6	-5	7	-24	-8	-5	-14	-10	-5	4	4
c1csc(-c2nc(N3CCCCC3)no2)c1	14	-21	-6	-71	-73	-32	-78	-93	-45	-4	-12
S=C(c1cn(CCOc2cccc3ccccc23)c2ccccc12)N1CCCC1	22	-7	31	19	-25	7	-8	-55	-4	-19	3
CCCN(CCC)CCNC(=O)c1cc2c(C)nc3ccccc3c2o1	15	-14	-38	-28	-34	-17	-5	5	-9	-3	-14
Cc1cc(C(=O)CSc2ccc(F)cc2)cc(C)c1OC(=S)N(C)C	13	24	100*	51	55	73*	51	63*	x	-3	20
COc1ccc(CCNC(=O)c2ccc(Cl)cc2Cl)cc1	32	-2	-18	17	-10	-8	-5	-7	-21	-1	-12
CCC1Oc2ccccc2N(CC(=O)N2CCCC2)C1=O (stereo not drawn)	-23	6	-10	-20	-9	-10	0	3	-1	12	-38
COc1ccc(C(=O)N/N=C(\C)Cn2cnc([N+](=O)[O-])n2)cc1	-5	-7	-2	-37	-70	-15	-20	-21	-19	-2	-9
CC1CC(C)(C)CC2(C1)NC(=O)N(CC(=O)Nc1ccc(N3CCCCC3)cc1)C2=O (stereo not drawn)	-13	-3	6	-6	12	16	-3	1	-3	18	-34
CCOc1ccccc1N(CC(=O)Nc1ccc2c(c1)OCO2)S(C)(=O)=O	-7	11	1	29	14	-6	3	-3	-21	4	8
CCC(=O)Nc1nonc1-c1nc2ccccc2n1N(C(=O)CC)C(=O)CC	2	-2	-9	-12	3	0	-11	-69	11	13	5
Cc1ccc(N(CC(=O)NCc2ccc(F)cc2)C(=O)CCC(=O)Nc2ccccn2)cc1C	30	-9	-20	-3	-1	-4	-7	8	-38	-4	0
Cc1nn(C)c(Oc2ccccc2)c1CCNS(=O)(=O)c1ccccc1	-18	0	24	-10	1	11	3	1	7	-2	-1
